# WT yeast gro inh: growth inhibition of WT yeast, mitochondrial fusion screen; mitochondrial fusion phenotypic screen, WT strain; inhibition, % at 10 µM; actives 2.1% (n = 190,000); AID 1362; in the data active means inhibition above about 58%; tested in S. cerevisiae
# RSV CPE inhibition: RSV antiviral activity via CPE protection, HEp-2 cells, primary 10 µM value included (AID 2391) | HEp-2 cells, RSV-induced CPE inhibition; higher % means a stronger effect | CPE inhibition, % at 10 µM, or IC50 in µM where a hit was titrated | actives 0.13% (n = 310,000); in the data active means a potency from the dose series; inconclusive means CPE inhibition mostly from about 23% at the one dose, without a potency; inactive means the rest, 99 in 100 with CPE inhibition below about 21%; further: strong numbers were not always called active
# NS5 inhibitors: Dengue-2 NS5 methyltransferase inhibitors, primary screen, biochemical, confirmation dose response (AID 588689); Dengue-2 NS5 methyltransferase capping enzyme assay, biochemical; higher % means a stronger effect; inhibition, % at 25 µM, or IC50 in µM where a hit was titrated; actives 0.3% (n = 340,000); in the data active means a potency from the dose series; inconclusive means inhibition above about 29% without an active follow-up result
# UTI89 phage lysis: inhibition of K1F phage lysis, E. coli UTI89, bacterial capsule biogenesis inhibitors, alamar blue (AID 488966) | one-dose inhibition, % at 100 µM; IC50 in µM for titrated hits | actives 0.02% (n = 340,000) | E. coli UTI89 K1F phage lysis, alamar blue, 2 h; higher % means a stronger effect;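 active means phage lysis inhibition, versus mean bacterial control, above a set limit; inconclusive means no clear call, values can overlap the other calls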;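 further: capsule biogenesis inhibitors block K1F phage lysis so surviving cells raise fluorescence; higher fluorescence means more inhibition of phage lysis; actives were called in the ten point dose series up to 300 µM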
# AID2073: inhibitors of Mint1-CaV2.2 protein interaction, biochemical, HTRF (AID 2073) | HTRF protein-protein interaction, Mint1-CaV2.2; higher % means a stronger effect | actives 0.19% (n = 290,000) | inhibition, % at 20 µM, or IC50 in µM where a hit was titrated; in the data active means inhibition mostly above about 51%, no sharp cut-off; inconclusive means no clear call, values can overlap the other calls; inactive means mostly below about 53%; further: some results filed as inactive read as strong as hits
# Autophagy HCS: modulators of autophagy | MEF GFP-LC3 puncta imaging; test concentration mostly 10 µM | calls only at 10 µM (by protocol) | actives 0.98% (n = 190,000);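 active means percentage of spot-positive cells more than 3 SD above its plate mean, without a fluorescence outlier flag or 80% toxicity; inconclusive means no clear call, values can overlap the other calls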;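 further: spot-positive cell cutoff set from DMSO-treated cells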
# NTR1 ag: agonists of NTR1, primary screen, imaging, U2OS cells, beta-arrestin-GFP, high content (AID 493036); actives 0.17% (n = 330,000); P30989; activation, % at 20 µM; NTR1-U2OS beta-arrestin-GFP spot imaging, agonist mode;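 active means activation at or above 40% of the spot to cytoplasm intensity ratio, with at least 20 cells analyzed; inconclusive means wells under 20 cells, flagged as cytotoxic or low count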;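 further: 0% = DMSO without peptide and 100% = 100 nM NTR1 peptide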
# Target sequence (P30989 whole entry, looked up): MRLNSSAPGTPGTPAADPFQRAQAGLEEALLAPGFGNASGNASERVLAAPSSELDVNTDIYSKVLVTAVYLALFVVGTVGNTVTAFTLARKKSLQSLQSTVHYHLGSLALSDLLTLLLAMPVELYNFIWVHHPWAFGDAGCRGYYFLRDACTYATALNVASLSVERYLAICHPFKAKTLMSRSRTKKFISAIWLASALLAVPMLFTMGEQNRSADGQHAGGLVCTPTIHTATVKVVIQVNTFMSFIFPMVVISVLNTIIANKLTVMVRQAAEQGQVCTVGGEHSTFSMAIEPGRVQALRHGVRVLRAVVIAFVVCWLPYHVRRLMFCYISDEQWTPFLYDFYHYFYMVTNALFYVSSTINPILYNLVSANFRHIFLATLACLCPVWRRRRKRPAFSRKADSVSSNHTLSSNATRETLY
# LYP inhibition: PTPN22 lymphoid phosphatase activity blockers – biochemical, fluorescence intensity, uHTS (AID 1779); inhibition, % at 11.5 µM, or IC50 in µM where a hit was titrated; actives 0.054% (n = 290,000); recombinant LYP phosphatase, fluorescence intensity; higher % means a stronger effect; in the data active means inhibition above about 50%;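 further: plate controls were vehicle with enzyme for no effect and no enzyme for full effect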
# GPR35 arrestin U2OS: GPR35 antagonists blocking zaprinast-driven arrestin recruitment, primary screen, imaging, U2OS, beta-arrestin-GFP, zaprinast agonist (AID 2058); U2OS GPR35 beta-arrestin-GFP translocation imaging, zaprinast antagonism; higher % means a stronger effect; one-dose inhibition, % at 10 µM; IC50 in µM for titrated hits; actives 0.052% (n = 290,000);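 active means inhibition of at least 50% with at least 30 cells and total cytoplasm GFP at most 10,000,000; inconclusive means under 30 cells or total GFP of 10,000,000 plus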
# WT yeast gro inh mutant strain: recorded beside WT yeast gro inh, whose call it bears; inhibition, %; mitochondrial fusion phenotypic screen, mutant strain inhibition
# Autophagy HCS cell loss 18 h: second read-out of Autophagy HCS, no call of its own (marks repeat the call); toxicity, %; measured here: cell loss, nuclei count;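 cell loss after 18 h compound exposure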
# NTR1 ag cell count 20 µM: also measured in NTR1 ag; calls as there; cell count; measured here: cell count, cytotoxicity flag
# NS5 inhibitors pilot replicate: second read-out of NS5 inhibitors, no call of its own (marks repeat the call); inhibition, %; measured here: pilot screen replicate inhibition
# An asterisk follows results filed as active; i = inactive; ? = inconclusive; · = no result given; [ ] = remark or other dose.
SMILES,WT yeast gro inh,WT yeast gro inh mutant strain,RSV CPE inhibition,NS5 inhibitors,UTI89 phage lysis,AID2073,Autophagy HCS,Autophagy HCS cell loss 18 h,NTR1 ag,NTR1 ag cell count 20 µM,LYP inhibition,GPR35 arrestin U2OS,others
O=[N+]([O-])c1cccc(/C=N/N=C\c2ccccc2)c1,·,·,0.0%,-1%,0.7%,12%,·,·,1.4,78,-4%,7%,
CC1=C(C)CC2C(=O)N(c3cccc4ccccc34)C(=O)C2C1 (stereo not given),2,-1,-0.6%,3%,-1.4%,-13%,·,·,-2.3,65,-2%,-13%,
CC1CCN(C(=O)CSc2nc3c(c(=O)n2C)SCC3)CC1,·,·,1.5%,-6%,0.8%[50 µM],-5%,·,·,0.8,66,-7%,-1%,
CC(=O)Nc1ccc(NS(=O)(=O)c2cccc3nonc23)cc1,·,·,0.1%,-4%,-0.7%,5%,·,·,0.5,49,-17%,-8%,
COc1ccc(CC(=O)Oc2ccc(C)cc2C)cc1,·,·,1.6%,7%,0.1%,4%,·,·,0.8,82,-12%,-9%,NS5 inhibitors pilot replicate=-2.2
COc1cc(NC(=S)N2CCN(c3ccccn3)CC2)cc(OC)c1OC,-4,8,1.3%,-5%,0.1%,-18%,i,-20,-0.9,83,-6%,-7%,
Cc1cc(Br)c(NC(=O)CCl)c(Br)c1,-5,-16,6.2%,0%,3.7%,-2%,i,-5,0.3,60,-11%,-4%,
Cc1cc(C)cc(NS(=O)(=O)c2c(C)[nH]c(=O)[nH]c2=O)c1,·,·,-0.3%,-6%,1.7%[50 µM],2%,·,·,0.2,102,-5%,-6%,
Cc1ccc(C(=O)c2coc3ccc(O)c(CN4CCN(C)CC4)c23)cc1,1,-11,-2.9%,-3%,0.1%,-1%,i,29,-2.2,97,-5%,-11%,
COc1ccccc1NC(=O)NC1(C(=O)N2CCCCC2)CCCCC1,·,·,2.5%,-17%,0.1%,7%,·,·,-0.7,48,-15%,11%,
Cc1ccc(Nc2nc(N)c([N+](=O)[O-])c(NCc3ccco3)n2)cc1,5,-8,43%,4%,-1.0%[50 µM],1%,i,8,5.2,54,7%,-13%,
O=C(NC1CCCCC1)C(c1ccc(F)cc1)N(C(=O)c1csnn1)C1CCCC1 (stereo not given),·,·,-0.3%,-1%,0.1%,7%,·,·,0.8,42,-10%,11%,
CCN(C1CCCCC1)S(=O)(=O)c1cc(C)ccc1OC,-1,14,1.2%,-5%,-0.1%,-14%,i,-9,-0.6,79,-8%,4%,
Cc1ccc(-c2cc(C(F)(F)F)n3ncc(C(=O)O)c3n2)cc1,-17,-10,·,0%,0.3%,12%,i,10,·,·,-2%,-5%,
NC(=O)Cc1cn(-c2ncc(C(F)(F)F)cc2Cl)c2ccccc12,0,14,1.5%,-3%,0.2%,3%,i,7,0.4,59,1%,-11%,
CN1CCN(NC(=O)c2ccc(Br)c(S(=O)(=O)N3CCOCC3)c2)CC1,-4,-14,1.3%,-1%,2.0%,10%,i,-17,-0.3,56,-3%,-4%,
CC(C)c1cc(C(=O)N/N=C/c2cccnc2)n[nH]1,13,1,1.3%,-3%,0.8%[50 µM],-2%,i,16,0.5,51,2%,8%,
COC(=O)CC1SC(=O)NC1=Nc1ccc(O)cc1 (stereo not given),3,-6,2.5%,3%,1.5%,2%,i,3,-0.8,41,-2%,0%,
CC1(c2ccccc2)NC(=O)N(CC(=O)Nc2nc(-c3ccccn3)cs2)C1=O (stereo not given),·,·,1.9%,-1%,1.5%[50 µM],·,·,·,0.8,37,·,·,
CSCCC(NC(=O)COc1ccccc1)C(=O)N1CCCCCC1 (stereo not given),·,·,-0.1%,-5%,0.3%[50 µM],·,·,·,-1.6,53,·,·,
Cc1cc(OCC(=O)NCCN2CCOCC2)ccc1Br,-18,-22,1.9%,-3%,1.4%,1%,i,28,1.1,94,-7%,3%,
CN(CC(=O)NC1CCCc2ccccc21)C1CCCCC1 (stereo not given),-4,-2,-1.6%,-10%,0.0%,-4%,i,3,-1.2,29,-3%,-3%,
Cn1nnnc1CCOCCc1nnnn1C,38,-25,1.3%,·,0.4%,7%,i,6,0.1,60,-13%,-2%,
CCCCOc1ccc(C(=O)N/N=C/c2cn[nH]c2-c2ccc(OC)c(OC)c2)cc1,-6,-17,7.5%,-6%,2.4%[50 µM],14%,i,1,6.4,60,-3%,-12%,
COc1cc(C(=O)Nc2c(C(=O)O)[nH]c3ccccc23)cc(OC)c1OC,·,·,-0.5%,-7%,-1.1%[50 µM],0%,·,·,0.4,82,-5%,3%,
CC(=O)Nc1ccc(NC(=O)C(C)OC(=O)/C(C#N)=C/c2ccc(N(C)C)cc2)cc1 (stereo not given),·,·,6.1%,?,-1.0%,·,·,·,-1.1,53,·,·,
Cc1cc(CN2CCC(N3CCC(C(=O)NC4CC4)CC3)CC2)cc(C)c1O,·,·,-0.2%,0%,2.6%[50 µM],6%,·,·,1.5,53,-7%,-16%,
CCN(CC(=O)NCc1ccc(Cl)cc1)C(=O)c1c(C)noc1C,·,·,0.3%,-9%,0.6%[50 µM],·,·,·,4.0,54,·,·,
COC(=O)c1cc(OC)c(OC)cc1NC(=O)Nc1ccccc1F,·,·,0.8%,·,·,11%,·,·,-0.8,48,-7%,9%,
CC1CCCCN1C(=O)c1cc(S(=O)(=O)N2CCCCC2)c[nH]1 (stereo not given),·,·,1.5%,-3%,2.5%,-5%,·,·,2.5,56,-12%,-11%,
N#CC(C#N)=C1C(=O)N(CCN2CCOCC2)c2ccccc21,·,·,0.7%,-8%,0.1%,10%,·,·,0.7,48,1%,4%,
O=C(c1ccc([N+](=O)[O-])cc1)N1CCN=C1SCc1ccccc1,16,10,1.3%,-1%,-0.1%,18%,i,6,-0.7,62,2%,-9%,
CC(C)Oc1ccc(OCCCN2CCCCCC2)cc1,13,32,-0.7%,-4%,-1.3%,-1%,i,2,-1.8,82,-12%,-8%,
Cc1ccc(N(Cc2ccccc2)C(=O)c2cc(S(=O)(=O)N3CCOCC3)ccc2C)cc1,·,·,0.7%,-9%,-0.2%[50 µM],·,·,·,2.4,47,·,·,
CSCCC(NS(=O)(=O)c1ccccc1F)C(=O)NC(C)c1ccccc1 (stereo not given),-7,-14,-1.4%,-4%,1.0%,0%,i,-14,0.2,54,-11%,8%,
CCN(CC(=O)Nc1ccccc1C(F)(F)F)C(=O)c1oc2c(Cl)cccc2c1C,·,·,-0.8%,-4%,-1.9%,·,·,·,5.6,45,·,·,

# Some of these compounds in order of formula weight, rising:
SMILES,WT yeast gro inh,WT yeast gro inh mutant strain,RSV CPE inhibition,NS5 inhibitors,UTI89 phage lysis,AID2073,Autophagy HCS,Autophagy HCS cell loss 18 h,NTR1 ag,NTR1 ag cell count 20 µM,LYP inhibition,GPR35 arrestin U2OS,others
CC1CCCCN1C(=O)c1cc(S(=O)(=O)N2CCCCC2)c[nH]1 (stereo not given),·,·,1.5%,-3%,2.5%,-5%,·,·,2.5,56,-12%,-11%,
O=C(c1ccc([N+](=O)[O-])cc1)N1CCN=C1SCc1ccccc1,16,10,1.3%,-1%,-0.1%,18%,i,6,-0.7,62,2%,-9%,
CCN(CC(=O)NCc1ccc(Cl)cc1)C(=O)c1c(C)noc1C,·,·,0.3%,-9%,0.6%[50 µM],·,·,·,4.0,54,·,·,

# (continued)
SMILES,WT yeast gro inh,WT yeast gro inh mutant strain,RSV CPE inhibition,NS5 inhibitors,UTI89 phage lysis,AID2073,Autophagy HCS,Autophagy HCS cell loss 18 h,NTR1 ag,NTR1 ag cell count 20 µM,LYP inhibition,GPR35 arrestin U2OS,others
CCC1=NN(C(=O)c2ccc([N+](=O)[O-])cc2)C(O)(c2ccccc2)C1 (stereo not given),·,·,4.0%,8%,-0.5%,2%,·,·,2.9,56,-8%,14%,
CC(C)(C)OC(=O)NCc1ccc(CNC(=O)c2nc[nH]c2C(=O)N2CCN(c3ccccc3)CC2)cc1,·,·,0.8%,-4%,0.1%,·,·,·,0.5,65,·,·,
COc1cc(Cl)ccc1NC(=S)N(CCCN1CCOCC1)Cc1cn(C)c2ccccc12,12,-7,-1.5%,5%,0.9%[50 µM],-10%,i,-51,0.8,83,0%,-15%,
NS(=O)(=O)c1ccc(NC(=S)Nc2nn(Cc3ccc(Cl)cc3Cl)cc2Cl)cc1,1,-7,22%,-3%,6.2%,-7%,i,-4,2.7,50,0%,0%,
O=C(OCCN=C1NS(=O)(=O)c2ccccc21)c1ccco1,-8,7,1.7%,·,-0.4%,-10%,i,-23,-0.9,40,-11%,8%,
Cc1cc(NC(=O)C(C)C)ncc1NC(=O)CCc1ccccc1,-16,13,2.1%,-3%,4.2%,·,i,-4,2.0,105,·,·,
COc1ccccc1-c1nnc(SCC(=O)NCc2cccs2)n1N,-19,8,1.0%,-5%,-0.4%,0%,i,-6,0.2,31,-3%,-7%,
CC(=O)Oc1ccc2ccccc2c1C(NC(=O)Cc1ccccc1)c1ccccc1 (stereo not given),-12,18,-4.1%,-2%,1.7%,16%,i,-23,2.3,82,8%,5%,
Cc1c(C)n(Cc2ccccc2)c2ncnc(Cl)c12,·,·,3.6%,-9%,-0.1%,4%,·,·,0.8,101,-7%,-5%,
Cc1c(C(=O)NCCCc2ccccc2)cccc1[N+](=O)[O-],-5,-2,3.3%,-9%,0.4%[50 µM],10%,i,-1,2.2,40,-8%,13%,
C1CCN(Cc2nnnn2C2CCCC2)CC1,-10,-1,-0.8%,2%,1.8%,1%,i,9,-0.8,70,-9%,9%,
CCOC(=O)N1CCN(c2nc(-c3ccc(OC)cc3)no2)CC1,1,11,1.6%,3%,0.3%,2%,i,2,0.9,60,0%,1%,
CC(=O)c1ccc(N2CCN(C(=O)/C=C/c3ccc4ccccc4n3)CC2)cc1,-14,11,-1.5%,-9%,0.4%,10%,i,-6,6.5,59,-2%,-16%,
Cc1ccc2[nH]c(=O)c(CN(Cc3ccccc3)Cc3nnnn3C3CCCC3)cc2c1,25,11,6.7%,2%,-0.1%,5%,i,13,9.1,58,4%,-4%,
Cc1cc(C)c(NC(=O)CSc2nnc(CNC(=O)c3ccco3)o2)c(C)c1,·,·,-0.7%,-5%,0.3%,12%,·,·,-1.0,71,-8%,-7%,
O=C(c1c[nH]c2ccccc2c1=O)N1CCCCCC1,-4,-8,0.0%,-8%,5.1%,6%,i,-3,0.4,55,-6%,6%,
CC[N+](CC)(CC)CCCCOc1ccc2c(c1)C(=O)c1cc(OCCCC[N+](CC)(CC)CC)ccc1-2,·,·,·,6%,1.0%,0%,·,·,0.0,52,-7%,1%,

# Compound activity: PubChem BioAssay, several laboratories
